# Screening results (PubChem BioAssay)
# Rab9 prom act – activators of Rab9 promoter; Huh7 Rab9 promoter-luciferase reporter, luminescence, 24 h; Potency, µM (highest dose often 9.22 µM), inactives show at the top dose activation, negative = inhibition, actives largely listed as activators; 2.8% of 320,000 active; AID 485297; further: potency means the concentration at half of the fitted maximal effect; % of control where 0% means no effect; nearly all actives have a fitted effect of over 60% in size
#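 Huh7 reporter line, Rab9 promoter upstream of luciferase. Compound exposure 24 h at 37 °C in reduced-serum medium with 10% FBS. Read-out: luminescence.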
# ELG1 genotoxic – genotoxicity induction in ELG1-luciferase HEK293T cells; AID 504466; HEK293T ELG1-luciferase reporter, luminescence, 16 h; 1.3% of 330,000 active; Potency, µM (highest dose often 46 µM), inactives show at the highest dose activity change, positive = activation, actives largely listed as activators; further: potency means the concentration at half of the fitted maximal effect; % of control where 0% means no effect; nearly all actives have a fitted effect of over 60% in size
#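 Luminescence read-out: rising ELG1-luciferase signal, reflecting elevated ELG1 protein under genetic stress, flags genotoxic compounds. Cells were treated for 16 hr at 37 °C before ONE-Glo detection.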
# FLuc counter – firefly luciferase modulation, counter-screen for miR-21 project. purified FLuc, Km substrates, luminescence inhibition. Potency, µM (doses to about 57.5 µM), without a hit: at the top dose activity change, negative = inhibition, usual class: inhibitors. 6.9% of 360,000 active;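 further: potency means the concentration at half of the fitted maximal effect; plate controls were vehicle for no effect and reference inhibitor for full effect; nearly all actives have a fitted effect of over 55% in size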
# Target sequence (P08659 whole entry, looked up): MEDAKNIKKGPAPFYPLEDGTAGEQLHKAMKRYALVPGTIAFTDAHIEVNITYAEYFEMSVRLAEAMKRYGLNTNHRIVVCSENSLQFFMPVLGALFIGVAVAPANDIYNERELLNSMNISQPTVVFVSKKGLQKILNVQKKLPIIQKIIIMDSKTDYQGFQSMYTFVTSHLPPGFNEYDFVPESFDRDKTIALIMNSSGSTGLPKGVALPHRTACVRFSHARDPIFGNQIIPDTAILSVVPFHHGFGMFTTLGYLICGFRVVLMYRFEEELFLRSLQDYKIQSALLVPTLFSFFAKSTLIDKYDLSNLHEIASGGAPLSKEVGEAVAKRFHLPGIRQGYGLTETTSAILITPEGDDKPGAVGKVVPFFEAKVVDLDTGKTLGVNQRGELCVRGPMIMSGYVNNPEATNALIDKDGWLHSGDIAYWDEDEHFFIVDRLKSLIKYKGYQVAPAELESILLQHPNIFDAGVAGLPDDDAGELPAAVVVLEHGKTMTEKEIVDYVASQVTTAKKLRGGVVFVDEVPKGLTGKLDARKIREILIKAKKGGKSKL
#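 Purified P. pyralis luciferase, 10 nM final, with Km-level 10 uM D-luciferin and 10 uM ATP in 50 mM Tris acetate pH 7.5, 10 mM Mg acetate, 0.01% Tween-20, 0.05% BSA; 6-point qHTS titration about 60 µM downward; luminescence read.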
# TRPV1 ag – agonists of human vanilloid receptor 1 (TRPV1); TRPV1-expressing cells, Fluo-8 calcium influx, agonist mode; activation, % at 8.33 µM; 0.19% of 320,000 active; AID 540275; in the data active means activation above about 80%; inconclusive means between about 30% and that limit; further: 0% is about no effect
#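 TRPV1-expressing cells were cultured overnight at 35.5C and loaded with Fluo-8 calcium dye for 40 to 90 min at room temperature. After a 10 s baseline, compound was added and calcium influx was read kinetically for 3 min (ex 480/em 520 nm).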
# RORg inh – ROR gamma (mouse) transcription inhibition. Potency, µM (doses to about 53.6 µM), for inactives: at the highest dose activity change, negative = inhibition, most hits filed as inhibitors. Drosophila S2 Gal4-RORgamma UAS-luciferase reporter, 20 h. 5.4% of 310,000 active. AID 2551; further: potency means the concentration at half of the fitted maximal effect; on the % scale 0 is the no-effect control and ±100 the full control effect; nearly all actives have a fitted effect of over 60% in size
# Target sequence (P51450 whole entry, looked up, the tested form may be a part): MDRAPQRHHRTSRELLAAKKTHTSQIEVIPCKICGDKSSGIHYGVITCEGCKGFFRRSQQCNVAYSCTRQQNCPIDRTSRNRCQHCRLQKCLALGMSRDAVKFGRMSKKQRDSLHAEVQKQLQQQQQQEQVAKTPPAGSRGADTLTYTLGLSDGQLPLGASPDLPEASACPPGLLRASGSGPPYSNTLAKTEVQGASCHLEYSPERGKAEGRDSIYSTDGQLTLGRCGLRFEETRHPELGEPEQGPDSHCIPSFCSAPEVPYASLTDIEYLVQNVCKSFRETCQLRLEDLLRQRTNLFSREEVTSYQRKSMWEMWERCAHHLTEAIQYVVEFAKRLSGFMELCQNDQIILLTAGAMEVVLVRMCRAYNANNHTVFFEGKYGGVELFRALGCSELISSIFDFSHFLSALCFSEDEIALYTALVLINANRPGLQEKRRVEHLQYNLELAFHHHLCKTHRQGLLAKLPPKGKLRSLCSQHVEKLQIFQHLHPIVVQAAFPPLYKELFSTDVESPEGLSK
#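 Luminescence from a UAS-regulated Photinus luciferase reporter in stably transfected Drosophila Schneider cells is measured; decreased signal marks ROR gamma inhibition. Fusion expression is induced by 700 uM copper sulfate for 20 hr.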
# p53 reactivator – restores transcriptional activity of mutant p53 | AID 504706 | H1299 p53-A138V BP100-luciferase reporter, luminescence, 24 h | Potency, µM (series often up to 92.2 µM), for the others: at the highest dose activity change, positive = activation, most hits filed as activators | 0.063% of 320,000 active; further: potency means the concentration at half of the fitted maximal effect; % of control where 0% means no effect; nearly all actives have a fitted effect of over 45% in size
#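 H1299 (p53-null), stable ts p53-A138V + BP100-Luc; 1000 cells/well, Opti-MEM/10% FBS; cpd 4 pt, 1:5; 24 h, 37 deg C, 5% CO2; detection reagent 10 min RT; luminescence.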
# ELG1 repair inh – blocks ELG1-dependent DNA repair in HEK293T cells; HEK293T ELG1-luciferase reporter, luminescence, 16 h; DNA damage induced by 5-fluorouridine; Potency, µM (top dose mostly 46.1 µM), for the others: top-dose activity change, negative = inhibition, most hits filed as inhibitors; 2.3% of 330,000 active; further: potency means the concentration at half of the fitted maximal effect; on the % scale 0 is the no-effect control and ±100 the full control effect; nearly all actives have a fitted effect of over 55% in size
#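 Reporter activity after DNA damage by 5-fluorouridine is monitored. Compound-treated cells incubate 16 hr at 37 °C, then ONE-Glo is added for 30 min before luminescence reading.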
# BRCA1 expr up – increases BRCA1 expression; MCF7-BRCA1-FFLuc reporter, luminescence, 48 h; response scale: scaled: vehicle 0%, 10 µM genistein 100%; Potency, µM (series often up to 46.1 µM), inactives show at the highest dose activation, most hits filed as activators; 1.1% of 380,000 active; AID 624202; further: potency means the concentration at half of the fitted maximal effect; nearly all actives have a fitted effect of over 80% in size; some results filed as inactive show a strong effect at the top dose
#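 MCF7-BRCA1-FFLuc cells, 2000/well in phenol-red-free MEM, attached 2 h then treated 48 h at 37 C. Luciferase luminescence read 15 min after reagent; normalized to genistein maximum activation (10microM) and DMSO, concentration-response fitted.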
# Tb PFK inh – T. brucei PFK enzyme inhibition; Potency, µM (highest dose often 57.5 µM), without a hit: top-dose activity, negative = inhibition, most hits filed as inhibitors; T. brucei PFK, ADP-Glo luminescence; O15648; AID 485367; 0.17% of 330,000 active;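 further: potency means the concentration at half of the fitted maximal effect; 0% = uninhibited 1x PFK enzyme wells and -100% = no-enzyme wells; nearly all actives have a fitted effect of over 60% in size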
#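 In TEA buffer at pH 8.0 with 5 mM MgCl2, enzyme (1.25 nM) converted F6P (0.5 mM) and ATP (0.1 mM) for 45 min at room temperature. ADP product was read by luciferase luminescence.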
# NPC1 prom act – activates the NPC1 promoter | Huh7 NPC1 promoter luciferase reporter, 24 h | Potency, µM (doses to about 9.22 µM), inactives show at the highest dose activation, hits mostly activators | 2.4% of 320,000 active | AID 485313;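 further: potency means the concentration at half of the fitted maximal effect; % of control where 0% means no effect; nearly all actives have a fitted effect of over 60% in size; reporter is driven by a mutant NPC1 promoter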
#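 Cells: Huh7 expressing luciferase under the NPC1 promoter, 1500/well. Seeded 2 h, compound added, incubated 24 h at 37 °C. Luciferase reagent, 10 min ambient, then luminescence.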
# VP16 counter – inhibits Gal4-VP16 luciferase reporter, ROR gamma counter-screen; Drosophila S2 Gal4-VP16 UAS-luciferase, luminescence, 20 h; 3.5% of 310,000 active; Potency, µM (top dose mostly 53.6 µM), without a hit: at the top dose activity, negative = inhibition, hits mostly inhibitors;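 further: Gal4-VP16 expression switched on by copper sulfate through the metallothionein promoter; potency means the concentration at half of the fitted maximal effect; on the % scale 0 is the no-effect control and ±100 the full control effect; nearly all actives have a fitted effect of over 50% in size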
# The depositor's hits bear a star; ? = inconclusive; . = not tested or not shown. Unless noted, the call rests on the fitted dose curve; in most records, active means well fitted curve in the direction sought with a large enough effect; inconclusive means small, poorly fitted or top-dose-only effect, or another doubt; inactive means no such curve, though single readings can be large; an effect the other way counts as inactive or inconclusive.
SMILES,Rab9 prom act,ELG1 genotoxic,FLuc counter,TRPV1 ag,RORg inh,p53 reactivator,ELG1 repair inh,BRCA1 expr up,Tb PFK inh,NPC1 prom act,VP16 counter
COc1cccc(-c2nn(C)c3sc(C(=O)Nc4ccc5c(c4)OCCO5)cc23)c1,20%,?,?,-2,?,1%,?,59%,-9%,15%,3%
O=C(Cn1nnc(-c2ccccc2)n1)NCc1cccs1,0%,1%,0%,19,-4%,2%,-1%,8%,-1%,21%,-14%
COc1ccc(-c2noc(N3CCC(C(=O)Nc4cccc(OC)c4)CC3)n2)cc1,17%,-6%,-20%,?,-13%,.,.,-8%,-3%,4%,-25%
O=C(Nc1ncc(Cc2ccccc2Cl)s1)c1ccc([N+](=O)[O-])cc1,-8%,7%,3%,?,2µM*,-5%,-38%,3%,-10%,-4%,2.8µM*
O=C(Nc1cccc(F)c1)Nc1cccc(Cl)c1,?,-2%,24µM*,?,?,?,?,96%,0%,29%,26%
O=C(CSc1nc2c(cnn2-c2ccc(F)cc2)c(=O)[nH]1)Nc1nccs1,-1%,1%,-18%,1,-16%,2%,-2%,4%,-4%,-1%,7%
COc1ccc2ccccc2c1/C=N/NC(=O)c1ccc(C)nc1,4%,1%,21µM*,1,?,-4%,-7%,-21%,1%,2%,2%
COCc1ccc(CN2CCCC(C(=O)Nc3ccccc3-c3ccc(OC)cc3)C2)o1 (centres undefined),0%,-4%,0%,1,-9%,-13%,1%,-16%,-4%,-4%,-1%
CCCn1c(SCC(=O)NCc2ccc(C)cc2)n[nH]c1=O,17%,-2%,-3%,1,-8%,-1%,5%,11%,-1%,0%,-5%
CC(C)CC(=O)Nc1ccc(F)c(Cl)c1,-5%,-2%,-1%,15,31%,2%,3%,3%,-17%,0%,4%
O=C(NC(=S)N(Cc1ccccc1)Cc1ccccc1)c1ccccc1F,-17%,-14%,8%,18,0.25µM*,-7%,?,-43%,4%,-2%,0.71µM*
CCOc1ccccc1N1CCN(CC(=O)Nc2ccnn2C2CCCC2)CC1,-1%,-1%,.,2,.,0%,?,-4%,1%,-2%,.
COCC1CCCN(Cc2nc(-c3ccc4c(c3)OCO4)no2)C1 (centres undefined),3.2µM*,?,?,1,14%,8%,?,?,-4%,13%,7%
CN(C)c1ccc(/C=N/Nc2cccc(C(=O)O)c2)cc1,10µM*,?,0.076µM*,1,-15%,?,?,-70%,0%,?,-2%
Cc1ccc(-c2nnn(CC(=O)N(Cc3ccccc3)C(C(=O)NC(C)(C)C)c3ccncc3)n2)o1 (centres undefined),2%,4%,-3%,3,11%,2%,-4%,1%,4%,-3%,14%
COc1ccccc1NC(=O)c1ccc(S(=O)(=O)N(C)c2ccccc2)cc1,0%,-1%,9%,4,.,-5%,-29%,-24%,1%,2%,.
COc1cccc(C2/C(=C(\O)c3ccc4c(c3)OCCO4)C(=O)C(=O)N2c2nnc(C)s2)c1 (centres undefined),1%,1%,0%,-1,3%,15%,14%,11%,-5%,-1%,7%
C=CCOc1c2ccc(C(=O)NCc3ccccc3OC)cc2nn1C,-2%,-1%,-1%,-3,-1%,-5%,2%,10%,1%,-2%,?
Cc1cc(NC(=O)c2cc(-c3ccco3)on2)no1,2%,2%,-20%,15,1%,2%,1%,-15%,0%,-4%,-2%
O=C(N/C(=C\c1ccco1)C(=O)N1CCCCC1)c1ccc([N+](=O)[O-])cc1,.,0%,.,.,.,-4%,-11%,-5%,-8%,.,.
Cn1c(Cc2nc(-c3cnccn3)no2)nnc1SCC(=O)Nc1ccccc1,-3%,-8%,1%,1,18%,-4%,7%,-10%,0%,-4%,-14%
COC(=O)C1CCN(C(=O)Cn2nnc(-c3ccccc3)n2)CC1,-4%,4%,4%,0,10%,10%,6%,15%,26%,2%,18%
CCCCNC(=O)COC(=O)CNC(=O)c1cc(Cl)cc([N+](=O)[O-])c1,-2%,3%,-3%,1,-32%,-3%,22%,-7%,-1%,-6%,4%
CCOc1ccc(CN2CCN(c3cc(C)nc4c5c(C)cc(C)nc5nn34)CC2)cc1,-8%,5%,-2%,-10,-15%,-4%,10%,.,-2%,0%,3%
COc1ccc2cc(S(=O)(=O)Nc3ccccn3)ccc2c1,1%,2%,4%,0,-11%,4%,-4%,-5%,0%,2%,-11%

# Next part (6 carried over from the part before).
SMILES,Rab9 prom act,ELG1 genotoxic,FLuc counter,TRPV1 ag,RORg inh,p53 reactivator,ELG1 repair inh,BRCA1 expr up,Tb PFK inh,NPC1 prom act,VP16 counter
O=C(N/C(=C\c1ccco1)C(=O)N1CCCCC1)c1ccc([N+](=O)[O-])cc1,.,0%,.,.,.,-4%,-11%,-5%,-8%,.,.
Cn1c(Cc2nc(-c3cnccn3)no2)nnc1SCC(=O)Nc1ccccc1,-3%,-8%,1%,1,18%,-4%,7%,-10%,0%,-4%,-14%
COC(=O)C1CCN(C(=O)Cn2nnc(-c3ccccc3)n2)CC1,-4%,4%,4%,0,10%,10%,6%,15%,26%,2%,18%
CCCCNC(=O)COC(=O)CNC(=O)c1cc(Cl)cc([N+](=O)[O-])c1,-2%,3%,-3%,1,-32%,-3%,22%,-7%,-1%,-6%,4%
CCOc1ccc(CN2CCN(c3cc(C)nc4c5c(C)cc(C)nc5nn34)CC2)cc1,-8%,5%,-2%,-10,-15%,-4%,10%,.,-2%,0%,3%
COc1ccc2cc(S(=O)(=O)Nc3ccccn3)ccc2c1,1%,2%,4%,0,-11%,4%,-4%,-5%,0%,2%,-11%
COc1ccc(-c2c([C@H]3[C@H]4C=CC[C@@H](C)[C@@H]4C(=O)N3Cc3ccccc3)ccc3ccccc23)cc1,-6%,-5%,0%,0,16%,2%,?,-26%,0%,-12%,-14%
CC(C)(C)[C@H]1CCC(=O)N([C@H](CC#N)Cc2ccccc2)CC1,-1%,-1%,2%,12,22%,7%,1%,-5%,-8%,1%,-12%
CCC(NS(=O)(=O)c1ccc(C)cc1)C(=O)Nc1ccc(NC(C)=O)cc1 (centres undefined),1%,2%,-15%,0,8%,4%,-2%,9%,-10%,-1%,-5%
CC(C)Cc1ccc(C(C)NC(=O)c2ccc(=O)[nH]c2)cc1 (centres undefined),-2%,-8%,0%,?,1%,15%,?,-10%,-4%,-4%,2%
O=C(NCCc1c[nH]c2ccccc12)C(=O)NCC(c1cccnc1)N1CCN(c2ccccc2)CC1 (centres undefined),-23%,-2%,-2%,-3,?,-1%,?,-44%,-13%,-9%,?
COC(=O)[C@]1(C)N[C@H](CN(C)C(=O)Nc2ccc(F)cc2)[C@@H]2C(=O)N(C)C(=O)[C@@H]21,.,-1%,.,.,.,4%,6%,12%,0%,.,.
COc1cc(/C=C/C(=O)OCC(=O)NC(=O)NC(C)(C)C)cc(OC)c1OC,-2%,4%,-1%,1,-1%,-1%,3%,-6%,-6%,-4%,-3%
O=c1[nH]c2ccccc2nc1/C=C/c1ccc(F)cc1,4µM*,21%,2.4µM*,-5,50%,10%,?,59%,-1%,3.2µM*,-2%
O=C(CN1CCN(S(=O)(=O)c2ccc(F)c(Cl)c2)CC1)N1CCc2ccccc21,-1%,0%,-1%,6,.,-1%,1%,-17%,2%,0%,.
CCOC(=O)CSc1nnc(CNc2ccccc2Cl)n1-c1ccccc1,8%,10%,2%,8,-1%,-1%,-1%,7%,-5%,-1%,-2%
O=C(C[C@@H]1C/C=C\C[C@H](Cc2ccc(F)cc2)C(=O)OC[C@@H]2CCCN2C1=O)N[C@H](CO)Cc1ccccc1,.,-7%,.,.,.,-3%,?,0%,0%,.,.
Cn1c(N)c(C(=O)COC(=O)COc2cc(Cl)c(Cl)cc2Cl)c(=O)n(C)c1=O,.,1%,.,.,.,11%,19%,-30%,-1%,.,.
Cc1cccc2cc(C3CC(c4ccco4)=NN3C(=O)CCC(=O)O)c(Cl)nc12 (centres undefined),3%,0%,0%,4,4%,-7%,4%,-14%,-10%,0%,?

# Outcome played no part in choosing rows; overall some 15% were active at least once.
